KCNQ2 block – KCNQ2 channel blockers in CHO-K1 cells – cell-based, FluxOR thallium flux, B-score, primary screen (AID 2156). B-score at 10 µM. 1.1% of 310,000 active. 20 min; active compounds read low. O88943;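 active = fluorescence ratio B-score at most minus 3 library SDs, with starting brightness B-score within 2 library SDs, cut at about -5.5 in these data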
Target sequence (O88943 whole entry, looked up): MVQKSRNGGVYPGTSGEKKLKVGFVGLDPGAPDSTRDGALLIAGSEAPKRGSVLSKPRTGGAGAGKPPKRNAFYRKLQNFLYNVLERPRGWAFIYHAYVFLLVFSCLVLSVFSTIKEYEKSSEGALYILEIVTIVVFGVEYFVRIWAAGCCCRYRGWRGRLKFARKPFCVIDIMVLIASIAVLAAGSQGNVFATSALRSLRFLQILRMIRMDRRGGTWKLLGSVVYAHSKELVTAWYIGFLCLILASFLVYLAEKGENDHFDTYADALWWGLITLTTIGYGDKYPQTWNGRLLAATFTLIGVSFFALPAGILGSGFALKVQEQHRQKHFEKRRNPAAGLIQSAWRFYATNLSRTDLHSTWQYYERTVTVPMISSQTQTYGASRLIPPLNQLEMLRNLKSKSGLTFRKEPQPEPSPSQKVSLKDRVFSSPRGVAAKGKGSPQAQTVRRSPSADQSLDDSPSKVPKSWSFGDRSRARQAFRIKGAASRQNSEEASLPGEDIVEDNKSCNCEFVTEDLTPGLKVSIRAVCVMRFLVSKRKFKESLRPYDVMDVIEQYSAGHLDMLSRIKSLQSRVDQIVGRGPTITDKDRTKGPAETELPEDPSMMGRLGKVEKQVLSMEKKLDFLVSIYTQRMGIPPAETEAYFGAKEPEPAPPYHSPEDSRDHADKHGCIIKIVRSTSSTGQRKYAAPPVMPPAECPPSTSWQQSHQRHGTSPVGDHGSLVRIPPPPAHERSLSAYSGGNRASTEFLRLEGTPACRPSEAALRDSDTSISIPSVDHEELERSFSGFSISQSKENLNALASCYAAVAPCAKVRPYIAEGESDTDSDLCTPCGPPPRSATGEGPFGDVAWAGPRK
Kir21 inh – blocks the mouse Kir2.1 inward-rectifier potassium channel; P35561; AID 1672; B-score at 10 µM; 0.85% of 310,000 active; HEK293-Kir2.1, FluxOR thallium flux fluorescence; active compounds read low;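 active = fluorescence ratio B-score at or below minus 3 SD of library scores, with starting-brightness B-score within 2 SD, cut at about -4.2 in these data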;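 note: channel flux triggered by added potassium and thallium sulfate stimulus; B-score of peak minus minimum fluorescence over baseline after thallium stimulus; more negative B-score means stronger Kir2.1 block with less thallium influx; some compounds called inactive have numbers as strong as hits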
An asterisk follows results filed as active; i = inactive.

SMILES | KCNQ2 block | Kir21 inh
CC(=O)Oc1ccc2c(c1)C(=O)c1ccccc1C2=O | i | 1.81
Cc1cc(C(=O)N/N=C/c2ccccc2Br)no1 | i | 0.17
CCOc1ccc(CCNC(=O)CN(C)S(=O)(=O)c2cccc3nsnc23)cc1OCC | i | -3.12
CN(C)c1ccc(N=Nc2ccccc2C(=O)OCC(=O)NCC2CCCCC2)cc1 | i | -2.35
Cn1c(=N)n(CC(=O)c2ccc(Br)cc2)c2ccccc21 | i | -0.38
O=C(COc1ccccc1)N1N=C(c2cccnc2)CC1(O)C(F)(F)F (stereo not drawn) | i | -0.89
CC(OC(=O)CNS(=O)(=O)c1ccc(C#N)cc1)C(=O)Nc1ccc(Cl)cn1 (stereo not drawn) | i | -1.54
COc1ccc(/C=C(\CC(=O)O)c2nc3ccccc3s2)cc1O | i | -1.24
CN(CC(=O)Nc1cccnc1)S(=O)(=O)c1ccc(Br)cc1 | i | -0.72
CNS(=O)(=O)c1cn(CC(=O)NCc2ccc(OC)cc2)cc1S(=O)(=O)NC | i | -1.19
CC(=O)C1=C(C)OC(N)=C(C#N)C1c1cccnc1 (stereo not drawn) | i | -0.35
Cc1ccc2nc(SCC(=O)NC3CCCCC3)nc(=O)n2c1 | i | -0.06
O=C(c1cccnc1)N1CCCc2ccccc21 | i | 0.01
CCc1ccc(OCC(=O)NNC(=S)NC(=O)C2CC2)c(Br)c1 | i | -0.23
Cn1cnc2c(N/N=C/c3cccs3)ncnc21 | i | -1.33
O=C(Nc1ccc2c(c1)OCO2)C(c1ccccc1)N1CCN(C(=O)c2ccco2)CC1 (stereo not drawn) | i | 1.36
Cc1ccc(-n2c(=O)c3sccc3n(CC(=O)N3CCCC3)c2=O)cc1 | i | -0.32
Cc1ccc(NC(=O)CCN2C(=O)c3ccccc3C2=O)cc1 | i | 1.41
O=C(Nc1cccc(Cl)c1)c1cnccn1 | i | -0.36
O=[N+]([O-])c1ccccc1/C=N/n1c(COc2ccccc2)n[nH]c1=S | i | 0.57
CCN(CC)S(=O)(=O)c1ccc(O)c(NC(=O)c2cc(-c3cc(OC)c(OC)c(OC)c3)nc3ccccc23)c1 | i | 0.22
O=C1c2cccc3cccc(c23)C(=O)N1OS(=O)(=O)c1ccc(Cl)cc1 | i | -0.18
C=CCNc1nc(N)c([N+](=O)[O-])c(NCc2ccccc2)n1 | i | 0.82
CC1(C(=O)O)CCC(C(=O)Nc2ccc3ccccc3c2)C1(C)C (stereo not drawn) | i | -0.41
O=S(=O)(NCCN1CCOCC1)c1cc(Cl)c(Cl)cc1Cl | i | 0.05
Cc1ccc2nc(C)cc(Nc3ccc([N+](=O)[O-])cc3)c2c1 | i | 1.05
COc1ccc(C(=O)N=C2SC3CS(=O)(=O)CC3N2c2ccccc2)cc1OC (stereo not drawn) | i | 0.56
Nc1ccc(-c2nc3cc(N)ccc3n2CCO)cc1 | i | 2.66
CN1C(=O)C(O)(CC(=O)c2ccccn2)c2cc(Br)ccc21 (stereo not drawn) | i | 0.25
CCc1cccc(NS(=O)(=O)c2ccc3c(c2)n(C)c(=O)n3C)c1 | i | 0.48
Cc1cc(C)nc(NC(=S)Nc2ccc(F)cc2F)c1 | i | -0.77
O=C(Nc1ccccc1C1CC1)c1cccs1 | i | -0.69
Nc1nnc(C(c2ccccc2)c2ccccc2)s1 | i | -2.1
Cc1cccc(-c2nnc3n2N=C(c2ccc(Br)cc2)CS3)c1 | i | 0.87
CC(C)(C)NC(=O)COC(=O)c1ccc(S(=O)(=O)N2CCCC2)cc1 | i | -0.04
Cc1ccc(OC2CCN(C(=O)C3CCC(=O)N(C4CC4)C3)CC2)cc1 (stereo not drawn) | i | 2.07
COc1cc(OC)cc(C(=O)NC(=S)Nc2ccc(N3CCCC3)cc2)c1 | i | -0.19
O=C(Nc1nnc(-c2ccco2)o1)c1cccc2ccccc12 | i | 0
C=CCn1c(C)nnc1SCC(=O)NC1CC1 | i | -1.84
O=C(c1cccc(C(F)(F)F)c1)C1CCCN(C(=O)/C=C/c2cnc[nH]2)C1 (stereo not drawn) | i | -0.48
CCOC(=O)c1cc(-c2csc(COc3ccccc3Cl)n2)on1 | i | -1.69
COc1cc(C2NC(=O)C(C#N)=C(S)N2c2ccccc2)ccc1OC(C)C (stereo not drawn) | i | -0.3
COc1cc(NS(=O)(=O)c2ccc(C)c(C)c2)c(OC)cc1Cl | i | -3.22
Cc1cc(Cl)ccc1OCCCC(=O)N1CCCc2ccccc21 | i | -2.97
O=C(CSc1ncccn1)Nc1ccc2[nH]c(=O)[nH]c2c1 | i | 1.98
Cc1cc(C)cc(N(C(=O)CCC(=O)Nc2cc(C)on2)C(C(=O)NC2CCCC2)c2ccco2)c1 (stereo not drawn) | i | 0.06
Cc1ccc2oc(-c3cccc(NC(=O)Cc4cccs4)c3)nc2c1 | i | 0.54
CCOc1ccccc1N1CCN(Cc2cnc(-c3ccccc3)[nH]2)CC1 | i | -0.03
C=CCn1c(-c2cccc([N+](=O)[O-])c2)n[nH]c1=S | i | -0.24
CN1CCN(C(=O)c2ccc(Cl)cc2)CC1 | i | 0.49
O=C(CSc1ccc2nnc(-c3ccc(Cl)cc3)n2n1)N1CCCc2ccccc21 | i | 1.63
CCOC(=O)C1CNc2cc(S(=O)(=O)CC)ccc2O1 (stereo not drawn) | i | -3.12
Cc1cc(C)n(CC(=O)O)c(=O)c1[N+](=O)[O-] | i | 0.09
CCOC(=O)N1CCN(C(=O)CSc2nc(-c3cccc(C)c3)ns2)CC1 | i | -0.05
CC1(C(=O)OCC(=O)Nc2nc(-c3ccc(F)c(F)c3)cs2)CC1(Cl)Cl (stereo not drawn) | i | 0.4
Cc1nc(-c2ccccc2)cc(N2CCCC2)n1 | i | 1.24
CC1(C)Cc2cccc(C(=O)Nc3ccc(Cl)cc3)c2O1 | i | 0.99
Cc1nc2c(cc1C(=O)N/N=C/c1ccc(O)c(O)c1)c(=O)n(C)c(=O)n2C | i | -0.06
Cc1cnc(NC(=O)Cn2cnc3c2c(=O)n(C)c(=O)n3C)s1 | i | -0.38
COCCc1nnc(NC(=O)C(C)C)s1 | i | 2.05

Remaining list, next part
SMILES | KCNQ2 block | Kir21 inh
O=C1CCC(=O)N(O)CCCCCNC(=O)CCC(=O)N(O)CCCCCNC(=O)CCC(=O)N(O)CCCCCN1 | i | -0.08
Fc1ccc(OCc2nn3c(Cn4nnc5ccccc54)nnc3s2)cc1 | i | 1.7
COc1ccc(Br)cc1/C=N/NC(=O)c1ccco1 | i | 0.73
CCCCCNC(=O)c1ccc2c(=O)[nH]c3c(C(=O)NCC4CCCO4)sc(=S)n3c2c1 (stereo not drawn) | -5.67* | 1.1
O=C(c1ccco1)N(Cc1cccc([N+](=O)[O-])c1)c1ccc(Br)cc1 | i | -1.52
Cc1nnsc1C(=O)Nc1ccc(Cl)cc1Cl | i | -0.31
CN(C)c1ccc(C2N(c3ccc(F)cc3)C(=O)C3CCCN32)cc1 (stereo not drawn) | i | 2.17
CCN1CCN(C(=O)c2cc(S(=O)(=O)Nc3ccc(S(C)(=O)=O)cc3)ccc2Cl)CC1 | i | 0.31
CCOC(=O)Nc1ccc(C)cc1NC(=O)OCC | i | 0.63
O=C(CCCSc1nc2ccccc2[nH]1)NC1=NCCS1 | i | 2.08
Cc1cc(C(=O)Nc2cccc(NC(=O)c3ccco3)c2)ccc1[N+](=O)[O-] | i | -0.12
CCOc1ccccc1NC(=O)C(=O)CC(=O)c1cccc(OC)c1 | i | 0.81
CCOc1ccc(C(=O)Nc2nnc(SCC(=O)NCC3CCCO3)s2)cc1 (stereo not drawn) | i | -0.01
O=C(O)CCNC1CCCCC1 | i | 2.2
COc1cc2oc(-c3ccc(O)cc3)cc(=O)c2c(OC)c1O | i | 0.81
Cc1noc(/C=C/N(C)C)c1S(=O)(=O)N1CCC(C(=O)NC(C)(C)C)CC1 | i | -0.26
Cn1c(O)c(N=NC(=O)CNC(=O)c2ccccc2)c2cc(Br)ccc21 | i | 1
O=C(c1ccc(Cl)cc1)c1cnc(-c2ccc(Cl)cc2)s1 | i | 1.35
C=CCNc1nc(Nc2ccccc2F)nc(OCC)n1 | i | -0.02
C=CCn1c(O)c(C(CC)=Nc2ccccc2NC(=O)CC)c(=O)[nH]c1=O | i | -0.49
COc1ccc(C(=O)CSc2ccc(-c3ccc(C)cc3)nn2)cc1 | i | 0.76
CCc1ccc(C(C)NC(=O)C2(C)CC2(Br)Br)cc1 (stereo not drawn) | i | 0.02
CCC(c1ccccc1)c1nnc(NC(=O)c2ccco2)s1 (stereo not drawn) | i | -0.12
COc1ccc(CC(=O)Oc2ccc(C(C)C)cc2)cc1S(=O)(=O)N1CCOCC1 | i | -0.01
C=CCc1c(C)nc(SCc2ccccc2)[nH]c1=O | i | 0.28
CC(=O)Nc1ccc(NC(=O)C2CCCN2/C=C/C(=O)C(F)(F)F)cc1 (stereo not drawn) | i | -0.48
Cc1cc2cc(NC(=O)c3ccco3)ccc2[nH]1 | i | -2.32
CN(C)/C=N/S(=O)(=O)c1cccn1-c1ncc(C(F)(F)F)cc1Cl | i | 1.27
CC(C)c1cc(NC(=O)CCl)on1 | i | -1.18
O=C1NCCC/C1=N\Nc1ccc(Br)cc1 | i | -0.11
COc1ccc(C2C(C(N)=O)=C(C)Nc3nc(-c4ccccc4Cl)nn32)c(OC)c1 (stereo not drawn) | i | 1.21
O=C(CSc1nnc(NC(=O)c2c(F)cccc2F)s1)Nc1ccccc1F | i | -1.26
CCCNC(=O)CN1C(=O)NC(Cc2c[nH]c3ccccc23)C1=O (stereo not drawn) | i | -1.02
COc1ccc(C2SCC(C(=O)NCc3ccc(F)cc3)N2C(C)=O)cc1 (stereo not drawn) | i | -1.29
O=C(COc1coc(CN2CCN(Cc3ccccc3)CC2)cc1=O)Nc1ccccc1 | i | -0.24
O=C(CN1CCN(C(=O)c2ccccc2)CC1)Nc1ccc(Cl)cc1F | i | 1.34
CCc1ccc(OCC(=O)Nc2ccc(N3CCN(S(C)(=O)=O)CC3)cc2)cc1 | i | 0.31
Cc1ccc(-c2nc3ccccc3o2)cc1NC(=O)Cc1cccs1 | i | 2.03
O=C(NCc1ccccc1)c1nnc(CS(=O)(=O)c2ccccc2)o1 | i | 2.34
CC1=C(C#N)C(=O)N(C2CCS(=O)(=O)C2)C(=O)/C1=C\c1ccc(C)o1 (stereo not drawn) | i | -8.95

Entries listed so far that have a COOH group (four):
SMILES | KCNQ2 block | Kir21 inh
COc1ccc(/C=C(\CC(=O)O)c2nc3ccccc3s2)cc1O | i | -1.24
CC1(C(=O)O)CCC(C(=O)Nc2ccc3ccccc3c2)C1(C)C (stereo not drawn) | i | -0.41
Cc1cc(C)n(CC(=O)O)c(=O)c1[N+](=O)[O-] | i | 0.09
O=C(O)CCNC1CCCCC1 | i | 2.2

Whole records, quoted from the list. Screens in order: KCNQ2 block | Kir21 inh
CCC(c1ccccc1)c1nnc(NC(=O)c2ccco2)s1 (stereo not drawn) in the list: i | -0.12
CC(C)c1cc(NC(=O)CCl)on1 in the list: i | -1.18
CN(C)/C=N/S(=O)(=O)c1cccn1-c1ncc(C(F)(F)F)cc1Cl in the list: i | 1.27
CCCNC(=O)CN1C(=O)NC(Cc2c[nH]c3ccccc23)C1=O (stereo not drawn) in the list: i | -1.02
COc1ccc(CC(=O)Oc2ccc(C(C)C)cc2)cc1S(=O)(=O)N1CCOCC1 in the list: i | -0.01

Further structures follow.
SMILES | KCNQ2 block | Kir21 inh
Cc1cc(C)nc(NC(=O)c2cc3ccccc3o2)n1 | i | 1.78
CSc1ncc(C(=O)Nc2cccnc2)c(C(F)(F)F)n1 | i | -0.14
CCOc1nc(-c2ccc(OC)cc2)ccc1-c1noc(C)n1 | i | 0.7
O=C(NCCc1nc2ccccc2[nH]1)/C(=C/c1ccc2c(c1)OCO2)NC(=O)c1ccccc1 | i | -0.08
O=C(O)Cn1c(C(F)(F)F)nc2ccccc21 | i | -0.68
O=C(NNc1nc2cc3c(cc2s1)OCO3)c1ccc(F)cc1 | i | -3.33
COc1cc(NC(=O)c2noc3c2CCCC3)c(OC)cc1Cl | i | -0.11
COCC(=O)Nc1ccccc1C(=O)Nc1ccc(OC)cc1 | i | -0.27
CCC(Oc1ccccc1)C(=O)Nc1ccccc1OC (stereo not drawn) | i | -1.16
Cc1ccc(S(=O)(=O)CC(=O)Nc2nnc(C(C)C)s2)cc1 | i | 2.12
c1ccc(Cc2cc[n+](Cc3ccccn3)cc2)cc1 | i | 1.15
O=C(CSc1ncccn1)Nc1cccc2ccccc12 | i | 2.99
Cc1ccccc1C(=O)Nc1ccnn1C1CCN(Cc2ccc(CO)o2)CC1 | i | 0.11
O=C(NCC1CCCO1)c1ccc(OC2CCN(C(=O)C3CC3)CC2)cc1 (stereo not drawn) | i | 0.83
CCOC(=O)c1cc(C(=O)OCC)c2cc(Br)ccc2n1 | i | -0.53
O=C(NCc1ccco1)c1cc2c(s1)CSC2 | i | 0.44
CCOCCCNC(=O)c1cc(Sc2ccc(C)cc2)nc2ccccc12 | i | -0.41
CCC(NC(=O)Nc1cc(C)on1)(C(F)(F)F)C(F)(F)F | i | -1.13
Cc1ccc(-c2nc(CN(C)C3CCOCC3)c(C)o2)s1 | i | 0.08
Cc1oc(-c2ccccc2F)nc1CS(=O)CC(=O)NCc1ccc2c(c1)OCO2 (stereo not drawn) | i | 1.02
COc1cc(C=Nc2cccc([N+](=O)[O-])c2C)ccc1OC(C)=O | i | -2.29
O=C(c1cnc(-c2ccc(Cl)cc2)s1)c1ccc(Cl)cc1Cl | i | 0.45
Cc1ccc(-c2sc(-c3cccnc3)nc2CC(=O)O)cc1 | i | -1.14
